Bioassay records (PubChem)
ERa coact pot – enhancers of ERα–SRC-1 coactivator binding, primary screen, biochemical, TR-FRET, ERα LBD, low estradiol. Estrogen receptor (Homo sapiens), P03372. TR-FRET ERalpha-LBD/SRC-Cy5 coactivator binding, 2 h; 100 = basal binding, no effect. coactivator binding (% of control), % at 25.6 µM. actives 1.3% (n = 86,000). AID 639, 2007; in the data active = activity above about 200%;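 note: binding measured in presence of low estradiol as agonist stimulus; 0% = peptide alone without receptor and 100% = receptor with peptide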
Mac1 fbg inh – inhibitors of CD11b/CD18 adhesion to fibrinogen, primary screen, K562 cells, luminescence; Integrin beta-2 (Homo sapiens) + Integrin alpha-M (Homo sapiens), P05107+P11215; ATPlite luminescence; Mn2+ added to activate the integrin; inhibition, % at 10 µM; actives 0.54% (n = 93,000);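 active = primary inhibition of 50% or more at 10 µM, then 40% or more on retest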; note: some results filed as inactive read as strong as hits
E coli WT exp – growth inhibitors of wild-type E. coli, primary screen, strain BW25113, expanded library, OD600; OD600 absorbance; growth inhibition, % at 100 µM; actives 0.15% (n = 98,000);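 active = growth inhibition above about 50% at one test dose, limit read from the data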;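 note: growth measured after 20 h incubation at 37 °C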
FAK inh – FAK kinase inhibitors, primary screen, biochemical. biochemical FAK kinase activity assay. inhibition, %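 (tested at 7 µM)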. actives 0.84% (n = 97,000); in the data active = inhibition above about 19%;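 note: 0% = DMSO and 100% = reference compound high control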
MT1-MMP txn act – MT1-MMP promoter reporter activation – cell-based, luciferase luminescence, primary screen | HT1080 MT1-MMP promoter luciferase reporter, overnight; active compounds read high | activation factor at 10 µM | actives 0.16% (n = 86,000);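 active = activation factor of at least 2 for MT1-MMP transcription at 10 µM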
ERa SRC1 inh – ERα–SRC-1 coactivator interaction inhibitors, primary screen, biochemical, TR-FRET, ERα LBD, estradiol-bound | TR-FRET ER-alpha LBD / SRC-1 peptide | inhibition, % at 25.6 µM | actives 1.7% (n = 86,000) | AID 629, 2007; in the data active = inhibition above about 50%;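 note: 0% = receptor plus peptide control and 100% = peptide only without receptor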
ERb coact inh – inhibitors of ERβ-SRC1 coactivator interaction, primary screen, biochemical, TR-FRET, ERβ LBD, SRC-1 peptide; Estrogen receptor beta (Homo sapiens), Q92731; TR-FRET ER-beta LBD / SRC1-Cy5 peptide binding; receptor agonist-loaded with 1 µM estradiol; inhibition, % at 25.6 µM; actives 1.3% (n = 86,000);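 active = compounds whose percent inhibition of the receptor-coactivator binding signal exceeds about 50% in the single-dose screen, limit read from the data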;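 note: 0% = receptor plus peptide wells without compound and 100% = peptide-only wells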
Target sequence (Q92731 whole entry, looked up, the tested form may be a part): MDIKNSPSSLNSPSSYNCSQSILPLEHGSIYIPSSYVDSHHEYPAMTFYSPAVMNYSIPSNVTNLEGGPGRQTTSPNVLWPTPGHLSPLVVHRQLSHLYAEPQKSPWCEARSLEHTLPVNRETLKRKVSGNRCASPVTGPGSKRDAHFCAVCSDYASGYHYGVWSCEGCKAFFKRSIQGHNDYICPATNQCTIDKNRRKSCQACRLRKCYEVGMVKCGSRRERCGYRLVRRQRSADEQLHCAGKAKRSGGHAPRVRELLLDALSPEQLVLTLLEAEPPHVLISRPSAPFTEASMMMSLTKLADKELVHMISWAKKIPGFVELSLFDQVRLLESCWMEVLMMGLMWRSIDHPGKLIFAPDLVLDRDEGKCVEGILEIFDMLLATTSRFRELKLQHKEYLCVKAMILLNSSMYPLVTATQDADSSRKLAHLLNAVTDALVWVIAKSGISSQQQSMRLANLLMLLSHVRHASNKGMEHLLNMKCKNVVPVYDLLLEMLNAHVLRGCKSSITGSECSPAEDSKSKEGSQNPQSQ
PLAP activator – PLAP enzyme activators, biochemical, luminescence, HTS | AID 696, 2007 | activation fold at 20 µM | actives 1.2% (n = 96,000) | purified PLAP enzyme, luminescent substrate read-out; active compounds read high; in the data active = activation fold above about 2
Target sequence (P05187 whole entry, looked up): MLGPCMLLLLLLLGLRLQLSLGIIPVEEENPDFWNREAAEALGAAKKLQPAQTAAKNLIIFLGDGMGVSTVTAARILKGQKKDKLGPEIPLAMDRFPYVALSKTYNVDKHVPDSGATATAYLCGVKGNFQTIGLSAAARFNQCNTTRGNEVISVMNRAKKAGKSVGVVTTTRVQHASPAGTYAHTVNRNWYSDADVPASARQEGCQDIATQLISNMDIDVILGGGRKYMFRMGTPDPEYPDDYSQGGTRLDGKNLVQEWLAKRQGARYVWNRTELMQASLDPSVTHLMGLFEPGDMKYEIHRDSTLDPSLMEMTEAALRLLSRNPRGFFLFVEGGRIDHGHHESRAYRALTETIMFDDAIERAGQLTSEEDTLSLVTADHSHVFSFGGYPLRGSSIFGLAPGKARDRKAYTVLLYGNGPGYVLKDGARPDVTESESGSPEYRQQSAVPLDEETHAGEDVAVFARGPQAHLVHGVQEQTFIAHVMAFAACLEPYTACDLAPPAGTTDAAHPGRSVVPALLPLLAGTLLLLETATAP
Mac1 fbg enh – enhancers of CD11b/CD18 adhesion to fibrinogen, primary screen, K562 cells, luminescence; Integrin beta-2 (Homo sapiens) + Integrin alpha-M (Homo sapiens), P05107+P11215; ATPlite luminescence; activation, % at 10 µM; actives 0.07% (n = 93,000);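 active = 10 µM primary screen giving 50% or more activity, confirmed by 40% or more on retest at that dose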; note: strong numbers were not always called active; reference of the scale not given here
The depositor's hits bear a star; . = no result given; [ ] = dose if it differs, or a comment.

SMILES | ERa coact pot | Mac1 fbg inh | E coli WT exp | FAK inh | MT1-MMP txn act | ERa SRC1 inh | ERb coact inh | PLAP activator | Mac1 fbg enh
CC1(C)CC2CC(C)(CN2C(=O)CN2C(=O)c3ccccc3C2=O)C1 (stereo unspecified) | 104 | 4 | -1 | -1 | 1.2 | -26 | -22[fluorescence artefact?] | 1.2 | -2
CCc1c(O)cc2n(c1=O)-c1ccccc1C2(C)C | 91 | . | . | -1 | 1.2 | 3 | -1 | . | .
Cc1cccc(OCC(=O)N2CCC(c3ccccc3)C2)c1 (stereo unspecified) | 87 | -20 | -1 | 2 | 1.3 | 4 | 1 | 1 | 10
N=c1c2c(-c3ccccc3)c(-c3ccccc3)n(Cc3ccco3)c2ncn1CCO | 75 | . | . | 3 | 1.3 | 4 | -11 | . | .
O=C1C2C3C=CC(C4CC34)C2C(=O)N1/N=C/c1ccc(-c2ccc(F)cc2[N+](=O)[O-])o1 (stereo unspecified) | 82[fluorescence artefact?] | -1 | 2 | -1 | . | -1 | -2 | 0.9 | 1
COc1ccc(-c2nc3scc(-c4ccccc4)n3n2)cc1 | 118 | 0 | -10 | 5 | 1.4 | 4 | 10 | 1.5 | 2
CCCCC(CC)C1OCC(CN2CCCC2)O1 (stereo unspecified) | . | -11 | 3 | -2 | . | . | . | 1.1 | -2
CCN(CC)c1ncnc2sc3c(c12)CCC3 | 113 | -2 | 14 | 6 | 1 | -3 | -4 | 1.1 | 2
COC(=O)c1ccccc1NC(=O)c1ccc2c(c1)OCCO2 | 98[fluorescence artefact?] | -4 | -5 | 2 | 1.4 | 19 | 12 | 0.9 | 17
c1ccc(NCCCNc2ccccc2)cc1 | 106 | 8 | 14 | 1 | 1.2 | -2 | -3 | 0.8 | 0
COc1ccc2nc(-c3ccco3)c(-c3ccco3)nc2c1 | 12[fluorescence artefact?] | 10 | -2 | 67* | 0.9 | 97*[fluorescence artefact?] | 98*[fluorescence artefact?] | 1.5 | -3
CCC(C)NS(=O)(=O)c1ccc(OCC(=O)N2CCCCC2)cc1 (stereo unspecified) | 107 | 16 | 4 | -1 | . | -3 | -3 | 1.2 | -2
COCCOC(=O)C1=C(C)N=C2SCCC(=O)N2C1/C=C/c1ccccc1 (stereo unspecified) | 112 | -1 | 10 | -3 | 1.2 | 6 | 0 | 1.2 | -8
O=C(NC1CCCCC1)/C(=N\O)c1ccccn1 | 125 | 7 | 3 | 1 | 1 | -10 | -8[fluorescence artefact?] | 0.9 | -3
Cc1nc2ccc(NC(=O)Cn3cnc4c3c(=O)n(C)c(=O)n4C)cc2s1 | 107 | 2 | . | . | 1 | -7 | -2 | 1.2 | 1
Cn1c(SCC(=O)Nc2ccc(F)cc2)nnc1-c1cccnc1 | 128 | 0 | 8 | 0 | 1.1 | 2 | 1 | 0.9 | -1
O=C(NCCc1ccc(Cl)cc1)C1CCC(=O)N1Cc1ccccc1Cl (stereo unspecified) | 94 | . | 12 | 7 | 1.1 | -3 | -2 | 1.2 | .
Cc1ccc(C(CC(=O)N2CCOCC2)c2ccco2)cc1 (stereo unspecified) | 104 | . | -1 | -1 | 1 | -7 | -1 | 1.4 | .
CCCCN(CC)C(=O)Cn1c(=O)sc2ccccc21 | 111[fluorescence artefact?] | -2 | 1 | -1 | 1.1 | -2 | -28 | 0.8 | -2
COC(=O)c1ccc(CSc2nc3c(c(=O)n2-c2ccccc2)SCC3)o1 | 64 | 24 | -7 | . | 1 | -4 | 8 | 1.1 | -1
Cc1cccc(/C(N)=N/OC(=O)N2CCOCC2)c1 | . | -10 | 15 | 2 | . | . | . | 1 | 4
Oc1ccc(/C=N/NC(=S)NCC2CCCO2)cc1 (stereo unspecified) | . | 6 | 24 | -2 | . | . | . | 0.8 | -4
Cc1oc(-c2ccccc2Cl)nc1CSCC(=O)N1CCCC1 | 130 | -24 | 4 | 0 | 1.2 | 8 | 6 | 1.7 | 1
COCCN1C(=O)/C(=C/c2ccc(Oc3ccc([N+](=O)[O-])cn3)c(OC)c2)SC1=Nc1ccccc1 | 108 | . | . | 1 | 1.1 | -9 | -3 | . | .
COc1cc(C(=S)N2CCCCC2)ccc1O | . | -35 | -9 | -3 | . | . | . | 1 | 0

Ordered by length of the SMILES (largest number first): part of the list above.
SMILES | ERa coact pot | Mac1 fbg inh | E coli WT exp | FAK inh | MT1-MMP txn act | ERa SRC1 inh | ERb coact inh | PLAP activator | Mac1 fbg enh
CC1(C)CC2CC(C)(CN2C(=O)CN2C(=O)c3ccccc3C2=O)C1 (stereo unspecified) | 104 | 4 | -1 | -1 | 1.2 | -26 | -22[fluorescence artefact?] | 1.2 | -2
Cc1cccc(OCC(=O)N2CCC(c3ccccc3)C2)c1 (stereo unspecified) | 87 | -20 | -1 | 2 | 1.3 | 4 | 1 | 1 | 10
CCCCN(CC)C(=O)Cn1c(=O)sc2ccccc21 | 111[fluorescence artefact?] | -2 | 1 | -1 | 1.1 | -2 | -28 | 0.8 | -2
COc1cc(C(=S)N2CCCCC2)ccc1O | . | -35 | -9 | -3 | . | . | . | 1 | 0
c1ccc(NCCCNc2ccccc2)cc1 | 106 | 8 | 14 | 1 | 1.2 | -2 | -3 | 0.8 | 0

Remaining list, next part:
SMILES | ERa coact pot | Mac1 fbg inh | E coli WT exp | FAK inh | MT1-MMP txn act | ERa SRC1 inh | ERb coact inh | PLAP activator | Mac1 fbg enh
Brc1ccc(-c2nnc3sc(CNCc4ccc5c(c4)OCO5)cn23)cc1 | 112 | -11 | -2 | . | 1.1 | 2 | 8 | 0.9 | 2
CCC(=O)c1cccc2c1N=CC1=C(CC(C)(C)CC1=O)N2 | 112 | -6 | -1 | 0 | 1.1 | -2 | 24 | 0.9 | 1
CC(=O)c1ccc(NC(=O)CSCC(=O)Nc2ccc3ccccc3c2)cc1 | 84 | 1 | -6 | 1 | 1.1 | -4 | 5 | 0.7 | -5
Cc1noc(C)c1COc1ccc(C(=O)OCC(=O)N2CC(=O)Nc3ccccc32)cc1 | 101 | . | 3 | 3 | 1.1 | -6 | -11 | 1.1 | .
Cc1[nH]c2ccccc2c1Cc1nnc(SCC(=O)NCc2ccco2)o1 | 91 | 37 | 3 | . | 1.1 | 2 | 6 | 1.1 | -1
CC1=C(C#N)c2nc(N)c(C#N)c(C)c2/C1=C\c1ccc(C)cc1 | 104 | . | -5 | 6 | 1.2 | -2 | -8 | 1.1 | .
Cc1cc(C)nc(NC(=O)c2ccc(OC(C)C)cc2)n1 | 80 | -3 | 1 | -1 | 1 | 23 | 29 | 1.3 | 2
COc1ccc(-n2c(Cc3cccn3C)nnc2SCC(=O)N2CCCC2)cc1 | 100 | -6 | 2 | . | 1 | -6 | 4 | 1.4 | 1
O=C(C1CCCO1)N(c1cccc(Cl)c1)C1C=CS(=O)(=O)C1 (stereo unspecified) | 120 | -7 | -5 | . | 1.1 | -5 | -7 | 0.9 | -2
CCCN(CCC)C(C(=O)Nc1cccc(OC)c1)c1ccccc1 (stereo unspecified) | 110 | 11 | 7 | -3 | 1.2 | 17 | 11[fluorescence artefact?] | 1.4 | -3
O=C(O)C1C2C=CC(C3CC23)C1C(=O)N1CCc2ccccc21 (stereo unspecified) | 122 | -4 | 9 | -1 | 1.3 | -3 | 2 | 1.1 | 0
CCC(=O)Nc1ccc2c(c1)ncn2-c1ccc(OC)cc1 | 107 | . | . | 3 | 1.5 | 3 | -8 | . | .
Cc1ccccc1OCc1nc2ccccc2c(=O)n1N | 93 | 3 | 15 | 3 | 1.3 | -8 | 9 | 0.9 | -3
COC(=O)CNC(=O)C(NC(=O)c1ccc(Cl)cc1)C(C)C (stereo unspecified) | . | -5 | 5 | -2 | . | . | . | 1.2 | 0
O=C(CCC(=O)OCC(=O)c1ccc(Br)cc1)Nc1cccc2cccnc12 | . | 9 | 4 | 1 | . | . | . | 1 | -3
Cc1ccc(NS(=O)(=O)c2ccc(C)c(C(=O)N3CCN(C)CC3)c2)cc1 | 100 | -6 | -8 | -9 | 1.6 | -4 | 7 | 1.3 | 0
CCOC(=O)N1CCC(NC(=O)C(Cc2ccccc2)NC(=O)c2ccco2)CC1 (stereo unspecified) | 113 | -7 | 1 | 1 | 1.1 | -3 | 4 | 1.1 | -1
CC(NC(=O)N(Cc1ccccc1)Cc1ccc2c(c1)OCO2)(C(F)(F)F)C(F)(F)F | 91 | . | 4 | 6 | 1.2 | 13 | 14[fluorescence artefact?] | 0.8 | .
CCOCCCN1CN(S(=O)(=O)c2ccc(Cl)cc2)c2nc3ccccc3nc21 | 96 | . | -3 | 1 | 1.1 | -7 | 2 | 1.1 | .
COC(=O)c1sc(NC(=O)c2cc(-c3ccccc3)nc3ccccc23)c(C#N)c1C | . | 104 | -2 | -7 | . | . | . | 1 | -10
CCOc1ccc(NC(=O)Cn2nnc(C(=O)NCc3ccco3)c2N)cc1 | 97 | -6 | -6 | -5 | 1.1 | 19 | 11 | 0.9 | 2
CN(C)S(=O)(=O)c1ccc(C(=O)Nc2ccccc2F)cc1 | 105 | -6 | 8 | -1 | 1.2 | 5 | 2 | 0.8 | -4
CCOC(=O)c1cnn(-c2ccccc2)c1-n1cccc1C(=O)C(=O)Nc1ccccc1 | . | -17 | -32 | 0 | . | . | . | 1.1 | 2
c1cnc(NC2C3CC4CC(C3)CC2C4)nc1 (stereo unspecified) | 112 | -12 | 5 | . | 1.1 | 0 | -1 | 0.9 | 1
COc1ccccc1Nc1ncc(C(C)=O)c(C)n1 | 103 | 6 | 0 | 4 | 1.6 | 0 | 1[fluorescence artefact?] | 0.9 | -1

Remaining list, next part
SMILES | ERa coact pot | Mac1 fbg inh | E coli WT exp | FAK inh | MT1-MMP txn act | ERa SRC1 inh | ERb coact inh | PLAP activator | Mac1 fbg enh
O=c1c2ccccc2c(C=Nc2cccc(O)c2)c(O)n1-c1ccc2c(c1)OCO2 | . | -23 | -4 | 15 | . | . | . | 1.3 | 66
COc1ccccc1C=NC(CO)C(O)c1ccc([N+](=O)[O-])cc1 (stereo unspecified) | 98 | -3 | 9 | -2 | 1.1 | -5 | -1 | 1 | -1
CC1(C)Cc2c(sc3nc(SCC(=O)O)[nH]c(=O)c23)CO1 | 107 | 20 | -14 | . | 1 | -4 | 2 | 0.9 | -4
CC(=O)c1sc(Nc2nc(C)cc(C)n2)nc1C | 100 | 8 | 2 | 1 | 1.1 | -4 | 12 | 1.2 | 0
Cc1ccc(-c2noc(C3CCCCC3)n2)cc1 | 106 | -8 | 6 | -1 | 1.4 | -6 | -13 | 1 | -4
Cc1c(NC2=NC(C)(C)Cc3ccccc32)c(=O)n(-c2ccccc2)n1C | 95 | . | . | -2 | 1.3 | -19 | -19[fluorescence artefact?] | . | .
CCOc1ccccc1-c1cc(-c2ccc(OC)cc2)nc2c1c(=O)n(C)c(=O)n2C | 138[fluorescence artefact?] | -13 | . | . | 1 | 13[fluorescence artefact?] | 15[fluorescence artefact?] | 1 | 0
CCOc1ncccc1C(=O)OCC(=O)N1CCN(S(=O)(=O)c2ccc(Cl)cc2)CC1 | 124[fluorescence artefact?] | 2 | 1 | . | 1.1 | -8[fluorescence artefact?] | -13[fluorescence artefact?] | 1.5 | 3
COc1cc(Br)cc2cc(C(=O)N3CCCCC3C)c(=O)oc12 (stereo unspecified) | 108 | -8 | -2 | 4 | 1 | 3 | 9 | 0.9 | 1
COc1ccc(-c2nnc(SC(C)C(=O)Nc3ccc4c(c3)OCCO4)o2)cc1 (stereo unspecified) | 106 | -29 | 4 | 1 | 1.6 | -4 | 2 | 2.1* | -1
